# AmpC inh det – blocks E. coli AmpC beta-lactamase in presence of detergent | actives 0.09% (n = 71,000) | Potency, µM (titrated, usually from 28.7 µM), for the others: at the highest dose activity change, negative = inhibition | P00811 | purified AmpC, nitrocefin hydrolysis with detergent; active = well fitted curve in the direction sought with a large enough effect
# Target sequence (P00811 whole entry, looked up): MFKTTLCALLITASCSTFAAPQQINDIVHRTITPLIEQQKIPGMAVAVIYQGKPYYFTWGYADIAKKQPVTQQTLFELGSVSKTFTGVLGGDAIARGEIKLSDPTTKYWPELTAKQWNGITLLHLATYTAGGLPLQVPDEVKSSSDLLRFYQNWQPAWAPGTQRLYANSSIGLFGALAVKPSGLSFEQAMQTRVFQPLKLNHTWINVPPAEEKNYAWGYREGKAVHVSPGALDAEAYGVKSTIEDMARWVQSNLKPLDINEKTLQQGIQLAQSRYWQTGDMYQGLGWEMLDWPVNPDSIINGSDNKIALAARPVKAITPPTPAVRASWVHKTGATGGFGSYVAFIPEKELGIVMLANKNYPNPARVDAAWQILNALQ
#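 E. coli AmpC (5.3 nM) in 20 mM phosphate pH 7.0 with 0.01% Triton X-100, preincubated 15 min RT with compound; nitrocefin (2 uL of 800 uM stock) hydrolysis followed by 480 nm absorbance every 20 s over 4 min.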
# Starred values were filed as active, the others as inactive; [ ] = remark or other dose. % is set by controls: 0 for no effect and ±100 for the full control effect; potency is the fitted concentration of half-maximal effect. Not all compounds are listed, so the mix of outcomes need not match the whole.
SMILES,AmpC inh det
CCN1CCN(CCNC(=O)c2cn(Cc3ccccc3F)nn2)CC1,0.4%
CN(C)CCCN1C(=O)C(=O)/C(=C(/O)c2ccncc2)C1c1ccccc1 (centres undefined),12.2%
COc1ccc(NCc2nnc(SCC(=O)N3CCCc4ccccc43)o2)cc1,-3.8%
CC1CCCN(c2nc3c(c(=O)[nH]c(=O)n3C)n2Cc2ccccc2Cl)C1 (centres undefined),7.4%
Cc1ccsc1C(=O)OCC(=O)Nc1sccc1C(N)=O,10.5%
COc1cc(C(=O)N2CCN(Cc3ccccc3C(F)(F)F)CC2)cc(OC)c1OC,-0.6%
CC(C)CCNC(=O)NC(=O)COc1ccccc1C#N,-2.0%
CCOc1cc(CO)ccc1OCC(=O)N1CCCCC1,-2.2%
COc1ccc(CNc2ccnc(-c3cccc(C#N)c3)n2)c(OC)c1,-4.3%
CCc1ccccc1NC(=O)CSc1nc2ccccc2n1CC(=O)N(C)C,0.1%
O=C(O)C1CCC(=O)N1Cc1ccccc1Cl (centres undefined),-5.0%
Cc1cc(C(=O)COC(=O)C2COc3ccccc3O2)c(C)n1CC1CCCO1 (centres undefined),-4.7%
Cc1ccc(NC(=O)CN2CCC3(O)CCCCC3C2c2ccc3c(c2)OCO3)c(C)c1 (centres undefined),-2.8%
CCC(=O)Nc1nc(C)c(C(=O)N2CCCCC2)s1,-3.5%
Cc1cc(NC(=O)CC(C)(C)C)nc2c1c(=O)oc1ccccc12,-7.2%
CC1(C)OC(=O)N(c2cccnc2)C1(C)O (centres undefined),-1.7%
CN1CCN(c2ncc3ncc(=O)n(C[C@H]4CCCO4)c3n2)CC1,16.6%
Cc1cc(S(=O)(=O)Nc2ccccc2C)ccc1F,-4.2%
S=c1nc(C2CCCCC2)[nH][nH]1,10.0%
CCCCOC(=O)Sc1nc2ccccc2o1,6.4%
COc1ccc(OC)c(C(C(=O)NCc2ccco2)N(C(=O)Cn2nnc3ccccc32)C2CC2)c1 (centres undefined),-4.0%
CCSC(N)=Nc1ccc(C(F)(F)F)cc1,-2.6%
O=C(O)CNCCc1ccccc1,-2.6%[5.75 µM]
CC(C)(O)[C@H]1O[C@@H]2CC[C@]3(C)[C@@]4(C)c5[nH]c6ccccc6c5C[C@@H]4CC[C@]3(O)C2=CC1=O,-10.1%
COc1ccc(Br)cc1CNC(=O)CCN1C(=O)COc2ccccc21,-0.7%
CS(=O)(=O)N1CCCC(C(=O)N2CCc3ccccc3C2)C1 (centres undefined),3.2%
CSc1cccc(-n2c(C)cc(C(N)=O)c2C)c1,-3.6%
Cc1nn(-c2ccccc2)c2c1C1(C(=O)Nc3ccccc31)N1C(=N2)Sc2ccccc21 (centres undefined),-1.6%
Cc1onc(-c2c(F)cccc2Cl)c1C(=O)NCc1ccco1,-1.1%
C=C1C(=O)C=C2CN(C(=O)c3ccccc3)[C@@](Cc3ccc(OC)cc3)(C(=O)OC)[C@@H]12,-0.8%
COc1ccc(S(=O)(=O)Nc2ccc(S(=O)(=O)N3CCCCC3)cc2)cc1,-2.9%
COC(=O)c1cc2c(=O)n3ccccc3nc2n(Cc2cccnc2)c1=N,-4.3%
Cc1cccc(NC(=O)c2cc(S(=O)(=O)NCc3ccco3)ccc2F)c1C,-1.9%
Clc1ccc(Sc2oc(/C=N/n3cnnc3)cc2Br)cc1,0.0%
C=CCn1c2ccccc2c2nnc(SC(CC)C(=O)Nc3nc(C)c(C(=O)OCC)s3)nc21 (centres undefined),-3.1%
CCOC(=O)N1CCN(C(c2ccc(F)cc2)c2sc3nc(C)nn3c2O)CC1 (centres undefined),12.1%
CCCCCCn1c(CN2CCN(Cc3ccccc3)CC2)nc2c1c(=O)n(C)c(=O)n2C,-1.1%
CC1=C(n2nnc3ccccc32)C(c2ccccc2)C(C#N)=C(N)O1 (centres undefined),7.4%
C/C(NC1CCCC1)=C(/C#N)C(N)=O,-2.8%
CC(C)COC[C@H](CN(Cc1ccccc1)c1ccccc1)N1CCCC1,-2.1%[12.8 µM]
COc1ccccc1NC(=O)N(CCN(C)C)Cc1cc2cc(C)ccc2[nH]c1=O,-5.7%
CCCC[C@@H]1C[C@H]1C(NC(=O)c1ccccc1)c1ccccc1 (some centres undefined),-2.1%
COc1ccc2[nH]cc(CCNc3cc(-c4ccccc4C)ncn3)c2c1,7.7%
CC(=O)Nc1ccc(OC[C@@H](O)CNC(C)C)cc1,1.5%
CC(C)CC(=O)CN1C(=O)C2(OCCO2)c2ccccc21,-1.5%
CC(Sc1nnc(-c2ccc(O)cc2)o1)C(=O)Nc1cccc2ccccc12 (centres undefined),-1.4%
COc1ccc(-n2nnnc2SC(C)C(N)=O)cc1 (centres undefined),-0.4%
COC(=O)[C@@H](NC(=O)Nc1ccc(OC)cc1)C(C)C,-2.6%
CNc1oc(-c2ccc(OCc3ccccc3)cc2)nc1C#N,-4.4%
CC1(C)CN=C(N2CCN(C3=NCC(C)(C)S3)CC2)S1,5.4%

# Ordered by count of non-hydrogen atoms (ascending): part of the list above.
SMILES,AmpC inh det
CSc1cccc(-n2c(C)cc(C(N)=O)c2C)c1,-3.6%
CC(C)CC(=O)CN1C(=O)C2(OCCO2)c2ccccc21,-1.5%
CNc1oc(-c2ccc(OCc3ccccc3)cc2)nc1C#N,-4.4%
CC1=C(n2nnc3ccccc32)C(c2ccccc2)C(C#N)=C(N)O1 (centres undefined),7.4%
COc1ccc(S(=O)(=O)Nc2ccc(S(=O)(=O)N3CCCCC3)cc2)cc1,-2.9%
C=CCn1c2ccccc2c2nnc(SC(CC)C(=O)Nc3nc(C)c(C(=O)OCC)s3)nc21 (centres undefined),-3.1%

# Next records
SMILES,AmpC inh det
Cc1c(C(=O)NCc2ccccn2)sc2nc(-c3ccc(F)cc3)cn12,-3.6%
COCCn1c(NCc2ccc(C)cc2)nc2c1c(=O)[nH]c(=O)n2C,11.7%
COc1ccc(CC(=O)Nc2c3c(nn2-c2cccc(Cl)c2)CS(=O)(=O)C3)cc1,-4.7%
CC(=O)c1c(C)[nH]c(C(=O)N2CCC3(CC2)OCCO3)c1C,1.6%
COC(=O)[C@H](C)NC(=O)NCc1ccc(F)cc1,-2.8%
COc1ccc(S(=O)(=O)N2CCCC(C(=O)NCc3ccco3)C2)cc1Cl (centres undefined),-2.0%
Cc1noc(C(=O)NCc2ccco2)c1Cl,7.3%
Cc1ccc(S(=O)(=O)CCc2nnc(NC(=O)C3CCCO3)s2)cc1 (centres undefined),14.9%
COc1ncc2nc(CCc3ccccc3)c(=O)n(Cc3cccs3)c2n1,1.8%
O=C(C1CCCO1)N1CCN(S(=O)(=O)c2cccc3nsnc23)CC1 (centres undefined),0.5%
O=C(O)c1cc2cc(Cl)ccc2oc1=O,-2.4%
C=CCn1c(SCC(=O)NC(=O)NCc2ccco2)nc2sc(CC)cc2c1=O,-1.6%
CCCNC(=O)C1CN(S(=O)(=O)c2ccccc2)CCN1S(=O)(=O)c1ccccc1 (centres undefined),-5.7%
CC(C)n1c(=NC(=O)c2ccco2)c(C#N)cc2c(=O)n3ccccc3cc21,-3.7%
CC1(C)CC(=O)C2=C(C1)NCN(Cc1ccc3c(c1)OCO3)C2,-7.1%
Cc1sc2ncnc(NCc3ccco3)c2c1C,3.0%
COc1cccc(Cn2c(=O)c(CCc3ccccc3)nc3cncnc32)c1,0.9%
COc1ccc(N(CC(=O)NC2CCCC2)C(=O)c2ccc(N3CCCCC3)nc2)cc1,-5.1%
CCc1ccc(-c2nc(CSCC(=O)NCCCN3CCCC3=O)c(C)o2)cc1,-1.1%
COc1ccc(S(=O)(=O)Nc2nnc(C(C)(C)C)s2)cc1,-4.4%
CC/C(C)=N/O,9.7%
CCOc1nc(NCCC2=CCCCC2)nc(N2CCOCC2)n1,1.5%
O=C(O)C1C2C=CC(C2)C1C(=O)OCC1CCCO1 (centres undefined),-0.6%
c1cc(N2CCCC3(CCNCC3)C2)ccn1,0.8%
COc1ccc(OC)c(C2C3=C(N=C4SCC(=O)N42)c2ccccc2CC3)c1 (centres undefined),4.9%
CC(=O)NCCc1c(Cc2ccccc2)[nH]c2ccccc12,0.1%
c1coc(CNc2nc(N3CCCCC3)nc3ccccc23)c1,7.5%
CN(C)CCNc1nc2c(c(=O)[nH]c(=O)n2C)n1CC(O)COc1ccc(Cl)cc1Cl (centres undefined),16.5%
COCCCNC(=O)c1ccc(Cn2c(=O)[nH]c3ccccc3c2=O)cc1,14.3%
C=CCn1nnnc1SCC(=O)Nc1ccccc1C(=O)OC,-1.3%
O=C(NCc1cccs1)C1CCN(S(=O)(=O)c2ccc3c(c2)OCCO3)CC1,-2.3%
CC1=C(C(N)=O)C(c2ccc(Cl)cc2)NC(=O)N1 (centres undefined),-4.3%
O=C(Oc1ccc(-c2cn3c(n2)SCC3)cc1)c1ccccc1,-4.7%
CS(=O)(=O)c1ncc(Cl)c(C(=O)Nc2ccc(N3CCOCC3)cc2)n1,-0.8%
Cc1ccc(NC(=O)CSc2nccc(=O)[nH]2)c(S(=O)(=O)N2CCOCC2)c1,6.5%
CCOC(=O)C1(Cc2ccc(O)cc2)NC(c2ccccc2F)C2C(=O)N(C)C(=O)C21 (centres undefined),-0.1%
CCOC(=O)C1=C(C)NC(=O)NC1c1ccc(OC(C)C(=O)O)c(OC)c1 (centres undefined),-5.3%
Cc1ccnc(-n2sc3ccccc3c2=O)n1,-2.1%
CCOC(=O)C1CCCN(C2CC(=O)N(c3ccc(C)c(C)c3)C2=O)C1 (centres undefined),-3.7%
COC(=O)[C@@]1(Cc2ccc(OC)cc2)[C@H]2c3cc(C(=O)N4CCCC4)n(CCSCCO)c3C[C@H]2CN1C(=O)c1ccccc1,-1.9%
Cc1cccc(NC(=O)CSc2nnc(-c3ccccc3C)o2)c1,9.7%
Cn1c(=O)c2c(ncn2CCCNC2=CC(C)(C)CC(=O)C2)n(C)c1=O,-3.4%
CCN1C(=O)C(C)S/C1=N\S(=O)(=O)c1ccc(Cl)s1 (centres undefined),-2.5%
CCOCCOc1nc2c(c(=O)n(C)c(=O)n2C)n1CCc1ccccc1,-2.3%
CN(C)c1ccc(C2N([C@H](C#N)c3ccc(N(C)C)cc3)CCCN2[C@@H](C#N)c2ccc(N(C)C)cc2)cc1 (some centres undefined),-1.7%[5.75 µM]
CCCn1c(C)c(C(=O)c2ccc3ccccc3c2)c2ccccc21,-4.9%
COc1ccc(-c2cc(=O)[nH]c(NCc3ccccc3)n2)cc1,-0.9%
OC[C@@H](O)[C@@H](O)[C@@H](O)[C@@H](O)c1nc2ccc(Cl)cc2[nH]1,-1.6%[5.75 µM]
CCCCn1ccc(=O)c2c(C(F)(F)F)nccc21,-5.8%
COCCNC(=O)c1nn(-c2cc(OC)cc(OC)c2)c(=O)c2ccccc12,-4.3%

# Additional compounds follow.
SMILES,AmpC inh det
CCC(=O)N1c2ccccc2NC2=C(C(=O)CCC2)C1c1ccc(N(C)C)cc1 (centres undefined),0.3%
c1ccc2c(c1)-c1cccc3cccc-2c13,9.2%
O=C(Nc1cnn(Cc2ccc(Cl)cc2Cl)c1)c1noc2c1CCCC2,13.0%
COC(=O)Cn1c(C(=O)N2CCCC2)cc2c1C[C@H]1CN(C(=O)c3ccccc3)[C@@](Cc3ccccc3)(C(=O)OC)[C@@H]21,-1.5%
COc1ccccc1CN1CCN(C(CC(C)C)c2nnnn2Cc2cccs2)CC1 (centres undefined),0.6%
COC(=O)[C@@H]1[C@@H]2C[C@H]3c4[nH]c5ccccc5c4CCN3C[C@@H]2CC[C@@H]1O,-2.6%[5.75 µM]
CSc1ccccc1C(=O)Nc1cccc(N(C)S(C)(=O)=O)c1,0.2%
CCOC(=O)c1nnn(CC(=O)Nc2cccc(F)c2)c1C(=O)OCC,-1.4%
CC1(N)CCC(C(C)(C)N)CC1 (centres undefined),8.9%
CCN1CCn2c1nc(N1CCCCC1)nc2=O,-4.8%
CCOC(=O)CCN=Cc1c(O)n(-c2ccc(Br)cc2)c(=O)[nH]c1=O,0.1%
OC1(c2cn(Cc3ccccc3)nn2)CCCCC1,-1.1%
COc1ccc(C(=O)N2CCC3(CC2)CN(c2ncccn2)C3)cc1,-0.9%
N#CCSc1nc2c(sc(=S)n2Cc2ccco2)c(=O)n1-c1ccc(F)cc1,12.5%
Cc1ccc(C)c(N2CCN(S(=O)(=O)c3ccc4c(c3)oc(=O)n4C)CC2)c1,1.7%
COc1ccc(S(=O)(=O)Nc2cc(C(=O)NC3CCCCCC3)ccc2N2CCOCC2)cc1,-4.9%
Cc1nc2nc(SCC(=O)C(C)(C)C)[nH]c2cc1Br,-1.5%
c1ccc(N2CCN(Cc3nnnn3C3CCCCC3)CC2)cc1,11.2%
Cc1nnc(SCC(=O)Nc2ccc(Br)cn2)[nH]c1=O,-2.8%
COc1ccc2c(c1OC)C(=O)OC2CC(=O)c1ccc(N(C)C)cc1 (centres undefined),7.4%
Clc1ccc(-c2nn3c(C4COc5ccccc5O4)nnc3s2)cc1 (centres undefined),-3.2%
COc1ccc(C(=O)Cn2c(=O)c(CCC(=O)O)nn3c4ccccc4nc23)cc1OC,11.8%
COc1nc(OC)nc(N(C)CCO)n1,-0.2%

# Structural class: the compounds so far containing a tert-butyl group
SMILES,AmpC inh det
Cc1cc(NC(=O)CC(C)(C)C)nc2c1c(=O)oc1ccccc12,-7.2%
COc1ccc(S(=O)(=O)Nc2nnc(C(C)(C)C)s2)cc1,-4.4%
Cc1nc2nc(SCC(=O)C(C)(C)C)[nH]c2cc1Br,-1.5%

# Assay outcomes deposited in PubChem BioAssay by National Center for Advancing Translational Sciences (NCATS).
